# High-throughput results as filed in PubChem BioAssay.
# PV pol inh = inhibitors of poliovirus RNA polymerase binding and polymerization. P03300. poliovirus polymerase elongation, fluorescence polarization; stronger effect = lower value. % elongation, % (compound at 16.7 µg/mL). 150,000 compounds, 0.66% hits. AID 588519; in the data active means % elongation below about 90%; further: some results filed as inactive read as strong as hits
# Target sequence (P03300 1749-2209 limits assumed): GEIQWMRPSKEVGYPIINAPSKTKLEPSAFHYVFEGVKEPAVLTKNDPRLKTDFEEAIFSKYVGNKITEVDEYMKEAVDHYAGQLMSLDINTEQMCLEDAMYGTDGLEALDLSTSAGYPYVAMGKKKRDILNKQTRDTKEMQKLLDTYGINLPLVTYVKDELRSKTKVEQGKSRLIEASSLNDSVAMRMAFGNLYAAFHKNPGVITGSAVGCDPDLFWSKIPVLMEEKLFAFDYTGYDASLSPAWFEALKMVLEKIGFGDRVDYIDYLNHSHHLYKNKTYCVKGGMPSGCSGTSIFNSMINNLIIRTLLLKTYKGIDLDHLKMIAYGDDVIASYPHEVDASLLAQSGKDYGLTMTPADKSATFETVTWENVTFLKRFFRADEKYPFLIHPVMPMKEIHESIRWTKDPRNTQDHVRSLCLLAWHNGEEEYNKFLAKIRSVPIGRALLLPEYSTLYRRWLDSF
# PV pol inh FP z-score = further read-out of PV pol inh, marked with its call; z-score; measured here: FP z-score; hits read low
# * hit, by the source's call. This is a subset; rates above refer to the full screens.
# Start of the listing, in advance:
SMILES,PV pol inh,PV pol inh FP z-score
CC(C)COc1ccc(-c2nonc2NC(=O)c2ccc(F)cc2)cc1,104,-0.6
O=C(O)COCC(=O)Nc1ccc(Oc2c(Cl)cccc2Cl)nc1,102,0.2
CN1/C(=C\C(=O)Cn2cc(S(=O)(=O)N3CCCC3)ccc2=O)C(C)(C)c2ccccc21,102,0
CCc1ccccc1NC(=O)CCCN1C(=O)COc2ccc(C)cc21,107,-0.8
CCCCc1cc(=O)oc2cc(OC(=O)c3ccco3)ccc12,100,-0.3

# The whole of this part, previewed entries included:
SMILES,PV pol inh,PV pol inh FP z-score
CC(C)COc1ccc(-c2nonc2NC(=O)c2ccc(F)cc2)cc1,104,-0.6
O=C(O)COCC(=O)Nc1ccc(Oc2c(Cl)cccc2Cl)nc1,102,0.2
CN1/C(=C\C(=O)Cn2cc(S(=O)(=O)N3CCCC3)ccc2=O)C(C)(C)c2ccccc21,102,0
CCc1ccccc1NC(=O)CCCN1C(=O)COc2ccc(C)cc21,107,-0.8
CCCCc1cc(=O)oc2cc(OC(=O)c3ccco3)ccc12,100,-0.3
COCc1nnc(NC(=O)C2CC(=O)N(c3ccc(C)cc3)C2)s1 (stereo not given),104,1
COc1ccc(C)cc1NS(=O)(=O)c1cnc(N)nc1,112,0.9
COc1ccc(-c2nc(SC(C(=O)NC(N)=O)C(C)C)n[nH]2)cc1 (stereo not given),100,0
CC(C)c1ccc(NC(=O)CN2CCC(n3nnc4ccccc43)CC2)cc1,105,1.2
CCOC(=O)Cn1c(=O)oc2cc(S(=O)(=O)N3CCN(c4ccc(C(C)=O)cc4)CC3)ccc21,107,0.4
C=CC[n+]1ccsc1N,101,-0.2
CCCn1c(NCc2ccccc2O)nc2ccccc21,101,-0.1
CC(=O)ON1C(C)(C)C=C(C(N)=O)C1(C)C,109,0.5
C(CC1CCNCC1)CC1CCNCC1,105,0.4
O=c1nc2n3ccccc3ncc-2s1,96,-1.2
O=C(NCC1CCCO1)NC12CC3CC(CC(C3)C1)C2 (stereo not given),101,-0.2
Cc1cc(/C=N/NC(=O)c2cccnc2)c(C)n1-c1cccc(S(=O)(=O)N2CCOCC2)c1,107,0.7
Cc1nc2cccnc2n1C1CCN(C(=O)Nc2ccccc2)CC1,103,-0.7
CC(=O)Nc1ccc(S(=O)(=O)N(C)Cc2ccc(C)o2)cc1,103,0.1
Cc1cccc(NC(=O)CN(C)S(=O)(=O)c2cnc[nH]2)c1C,108,0.4
COc1ccc(NC(=O)C2CCCN(S(=O)(=O)c3ccc(Br)s3)C2)cc1 (stereo not given),109,0.2
O=C(Nc1ccccc1-c1nc2ccccc2s1)c1ccc(F)cc1,107,0.7
O=c1c(Cl)c(N2CCCC2)cnn1-c1nc2ccccc2s1,101,0.1
Cc1ccc(S(=O)(=O)c2c(C)nn(-c3ccccc3)c2OC(=O)c2ccco2)cc1,98,-1.5
O=C(CC1(O)C(=O)Nc2ccccc21)c1ccc2ccccc2c1 (stereo not given),101,0
SMILES,PV pol inh,PV pol inh FP z-score
Cc1ccc2nc(NC(=O)c3ccc(S(=O)(=O)N4CCC(C)CC4)cc3)sc2c1,103,-1.1
C/C(=N/NC(=O)c1ccccc1)C1C(=O)c2ccccc2C1=O,102,0.8
COc1cc(/C=C/c2nc3cc(Cl)ccc3c(=O)n2-c2ccc(C)cc2C)cc(OC)c1OC,110,0.5
O=C(/C=C/c1ccco1)Nc1ccc2c(c1)nc1n2CCCCC1,102,-0.2
CCOC(=O)c1cccc(NC(=O)CCS(=O)(=O)c2ccc(Br)s2)c1,107,0.6
CCCCC(C(N)=O)C(N)=O,101,-0.2
CCOC(=O)c1noc2ncnc(N3CCN(c4cccc(C(F)(F)F)c4)CC3)c12,110,0.8
COc1ccccc1CNC(=O)c1ccc2c(SCC(=O)O)c3c(nc2c1)CCCC3,104,0.8
CCOC(=O)CC(=O)c1sc2c(c1N)c(=O)[nH]c(=O)n2-c1ccc(OC)cc1,97,-0.7
CCOC(=O)C1=C(C)NC(C)=C(C(=O)OCC)C1C(=O)OCC(=O)N1c2ccccc2CC1C (stereo not given),104,0.2
C[C@H](NC(=O)c1ccco1)C(=O)Nc1nc(-c2ccccn2)cs1,108,0.7
O=C(O)CNC(=O)c1ccc2c(c1)OCO2,103,0
COC(=O)CNC(=O)c1ccc(NC(=O)Nc2cccc(C)c2)cc1,102,-0.1
CC1CCc2c(sc(NC(=O)c3ccccc3)c2C(=O)N2CCCCC2)C1 (stereo not given),107,0.4
COc1ccc(CCNC(=O)CC(c2ccccc2)c2cccc(C)c2O)cc1OC (stereo not given),102,0.1
CCn1c(-c2cc(C(=O)c3ccccc3O)c[nH]2)nc2ccccc21,43,-6
COc1ccc(NC(=O)CN2CCN(c3ccccc3F)CC2)c(OC)c1,104,-0.2
COC(=O)c1cn(CCCOc2ccccc2OC)c2ccccc12,104,0
COc1ccc(NC(=O)CSc2cn(CC(=O)N3CCOCC3)c3ccccc23)cc1OC,123,0.9
CCOC(=O)c1c(Nc2ccc(C)c(C)c2)nnc(-c2ccccc2)c1-c1ccccc1,106,0.4
COc1ccc2c(C)cc(Cl)nc2c1,101,-0.1
COc1ccc(/C=C/C(=O)NCc2ccccc2)cc1,102,-0.1
COc1cn(-c2ccccc2)nc1C(=O)NCc1ccccc1CN1CCCC1,97,-1
Cc1ccc(S(=O)(=O)Nc2cc(Sc3ncn[nH]3)c(O)cc2C)cc1,111,1
COC(=O)c1ccc(CSCc2ccc(C(=O)OC)o2)o1,102,0.2

# Whole records, looked up by structure. Order of screens: PV pol inh	PV pol inh FP z-score
# Profile of COc1cc(/C=C/c2nc3cc(Cl)ccc3c(=O)n2-c2ccc(C)cc2C)cc(OC)c1OC = 110	0.5
# Profile of O=c1c(Cl)c(N2CCCC2)cnn1-c1nc2ccccc2s1 = 101	0.1
# Profile of COc1ccccc1CNC(=O)c1ccc2c(SCC(=O)O)c3c(nc2c1)CCCC3 = 104	0.8
# Profile of O=C(/C=C/c1ccco1)Nc1ccc2c(c1)nc1n2CCCCC1 = 102	-0.2
# Profile of COc1ccc2c(C)cc(Cl)nc2c1 = 101	-0.1

# Remaining list, next part.
SMILES,PV pol inh,PV pol inh FP z-score
COc1ccc(N2CCN(C(=O)Nc3cccc(C(F)(F)F)c3)CC2)cc1,104,-0.2
NC(=O)C1CCCN1S(=O)(=O)c1ccc(F)cc1 (stereo not given),100,0
CCN(/N=C\c1ccccc1O)C(=S)NC,100,0.2
Cc1c(C)c2c(ccc3c(C)cc(=O)oc32)oc1=O,101,-0.1
O=C(NC(=S)Nc1ncccn1)c1cccs1,104,0.2
Cc1ccc(NC(=O)c2cnc(N3CCCC3)nc2C)cc1F,109,0.6
CCN(CC)S(=O)(=O)c1nnc(NC(=O)COc2ccccc2)s1,111,0.8
CC(=O)NC1(C(F)(F)F)C(=O)Nc2c1c(=O)[nH]c(=O)n2Cc1ccco1 (stereo not given),103,1.4
CCOCC(=O)Nc1cccc(C(F)(F)F)c1,101,0.3
Cc1ccc(-c2nnc(Nc3cccc(Br)c3)c3ccccc23)cc1S(=O)(=O)N1CCCCC1,102,-0.5
CCOc1ccc(C(=O)OCC(=O)Nc2cccc(Cl)c2)cc1,102,0.2
COC(=O)Cc1nc(NC(=O)c2ccc(OC)cc2)sc1C,103,0.3
Cc1ccc(N/C=C/C(=O)c2ccc(C)o2)c(O)c1,90,-4.2
OC(COc1ccc(Br)cc1)CN1CCOCC1 (stereo not given),102,0
N#CC1=C2SCN(C3CCCCC3)CN2C(=O)CC1c1ccc(F)cc1 (stereo not given),84*,-3*
COC(=O)c1oc2ccc(Cl)cc2c1C,101,-0.1
ClCc1cccc2c(CCl)cccc12,99,-0.4
CC(=O)N1CN2CN(C(C)=O)CC(C(=O)c3ccccc3)(C2)C1,102,0.4
CCC1(C)N=C(c2ccccc2)C(=S)N1 (stereo not given),98,-0.4
O=CNc1ccc(OC(=O)c2cncc(Br)c2)cc1,78*,-2.6*
COCCCNC(=O)CSc1nc2c(sc3ccccc32)c(=O)n1CCc1ccc(OC)c(OC)c1,106,-0.2
COc1ccc(Cc2nc(S(=O)(=O)c3ccc(C)cc3)c(NCc3ccccc3)o2)cc1,101,0
COc1ccc(N2C(=O)/C(=C\c3ccco3)N=C2SCc2cc(=O)n3ccsc3n2)cc1Cl,122,3.2
COc1ccc(/C=C2/Oc3ccccc3N(CC(=O)NC3CCCc4ccccc43)C2=O)cc1 (stereo not given),101,-0.5
O=C(CSc1nnc(-c2ccccc2)c(-c2ccccc2)n1)NCCC1=CCCCC1,100,-0.6

# In a second layout: six of the compounds above.
smiles | PV pol inh | PV pol inh FP z-score
Cc1ccc(N/C=C/C(=O)c2ccc(C)o2)c(O)c1 | 90 | -4.2
OC(COc1ccc(Br)cc1)CN1CCOCC1 (stereo not given) | 102 | 0
N#CC1=C2SCN(C3CCCCC3)CN2C(=O)CC1c1ccc(F)cc1 (stereo not given) | 84* | -3*
COC(=O)c1oc2ccc(Cl)cc2c1C | 101 | -0.1
ClCc1cccc2c(CCl)cccc12 | 99 | -0.4
CC(=O)N1CN2CN(C(C)=O)CC(C(=O)c3ccccc3)(C2)C1 | 102 | 0.4

# Further structures
SMILES,PV pol inh,PV pol inh FP z-score
NC(=O)NC(=O)Nc1ccc(Cl)cc1,100,0.2
COC(=O)C1(OC)COc2ccccc2O1 (stereo not given),102,0.9
CCOC(=O)C1=C(C)Nc2ccccc2N/C1=N\S(=O)(=O)c1ccccc1,105,0.4
O=C1CC(CS(=O)(=O)c2ccc(C(F)(F)F)cn2)=NN1c1ccccc1,104,-0.2
COc1ccccc1CNC(=O)C(Cc1ccccc1)NS(=O)(=O)c1ccc2c(c1)CCN2C(C)=O (stereo not given),101,-0.5
CN(Cc1ccccc1F)C(=O)c1cccc(S(=O)(=O)N(C)C)c1,105,0.4
COc1ccc(-c2nn(C)c3sc(C(=O)O)cc23)cc1OC,100,-0.3
CC(=O)Nc1ccc(OC(=O)c2ccccc2O)cc1,100,0.2
NC(=O)CSc1nnc(C2CC2)n1CC1CCCO1 (stereo not given),103,0.2
CCOC(=O)c1c(C)[nH]c(C)c1C(=O)CSc1nnc2oc3ccc(S(=O)(=O)N(C)C)cc3n12,102,0
C=CCNCc1ccc(-c2cccc(Cl)c2C)o1,101,-1.1
N#Cc1nc(-c2ccc(COc3ccc(Cl)cc3)o2)oc1N1CCC(C(N)=O)CC1,110,0.7
Cc1ccc2c(CNC3CCCC3)c(C(=O)O)[nH]c2c1,104,1
COc1cccc(C2C3=C(CC(C)(C)CC3=O)Nc3ccccc3N2C(C)=O)c1OC (stereo not given),102,-0.1
CNC(=O)C1CCN(S(=O)(=O)c2c(C)noc2/C=C/c2cccc(C)c2)CC1,101,0.2
COc1cc(NC(=O)c2ccc(CSC3CCCCC3)cc2)cc(OC)c1OC,100,-0.2
N#Cc1cccc2c1-c1ccccc1C2,104,0.7
CC1CCN(S(=O)(=O)c2nnc(NC(=O)c3cccc(F)c3)s2)CC1,103,-1.4
CCN(C(=O)COc1ccc(Cl)cc1C)c1ccccc1,103,0.6
Cc1cc(-n2c(C)cc(C(=O)OCc3c(Cl)cccc3Cl)c2C)no1,110,0.9
N#Cc1ccccc1NC(=O)COC(=O)Cc1ccc(Br)cc1,102,-0.1
CCNc1nc(N2CCOCC2)nc(N2CCC(Cc3ccccc3)CC2)n1,105,0.9
CC1CN(CC(C)C(=O)NN)CC(C)O1 (stereo not given),110,0.9
CCn1cc(S(=O)(=O)N2CCC3(CC2)OCCO3)cn1,100,-1.2
CCCCCC[C@H]1C(=O)O[C@H](C)C(NC(=O)c2cccc(NC=O)c2O)C(=O)O[C@@H](C)[C@@H]1OC(=O)CC(C)C (stereo not given in full),103,0.8

# 3 of these compounds, reformatted:
canonical_smiles	PV pol inh	PV pol inh FP z-score
CNC(=O)C1CCN(S(=O)(=O)c2c(C)noc2/C=C/c2cccc(C)c2)CC1	101	0.2
COc1cc(NC(=O)c2ccc(CSC3CCCCC3)cc2)cc(OC)c1OC	100	-0.2
N#Cc1cccc2c1-c1ccccc1C2	104	0.7

# (more compounds)
SMILES,PV pol inh,PV pol inh FP z-score
CCOC(=O)c1c(NC(=O)c2cc3nc(-c4ccccc4)cc(C(F)(F)F)n3n2)sc2c1CCC(C)C2 (stereo not given),100,-1
Cc1cc(NC(=O)C2CCCN(S(=O)(=O)c3cccc4nonc34)C2)ccc1Br (stereo not given),105,0
CC(=O)Nc1cc(-c2nc3ccccc3s2)ccc1C,102,-0.2
Cc1sc2nc(-c3ccccc3O)[nH]c(=O)c2c1C,75*,-2.6*
CCCSc1nnc(/N=C/N(C)C)s1,103,-0.2
COc1ccc(S(=O)(=O)c2cn(CC(=O)Nc3cc(C)ccc3C)c3ccccc3c2=O)cc1,112,1.1
Cc1cc(/C=N/n2cnnc2)c(C)n1-c1cccc(I)c1,101,0.2
Cc1nnc(N/N=C/C(C)c2ccccc2)[nH]c1=O (stereo not given),104,0.7
NS(=O)(=O)c1ccc(CCNc2ccccn2)cc1,92,-1.6
O=C(CCSc1ccccc1)NC1CCCCC1,104,0.1
CC(=O)N1CCN(CCN=CC2=C(O)CC(c3ccccc3)CC2=O)CC1 (stereo not given),98,-1.1
CCn1c(=O)c(C(=O)CSc2nnnn2C2CC2)c(N)n(Cc2ccccc2)c1=O,107,0.5
CCC(C)c1ccccc1NC(=O)C(C)NC(C)=O (stereo not given),103,0.1
CC(C)OC(=O)c1sc2nc3c(cc2c1N)CN(C(C)C)CC3,103,0.5
C/C(=N/N1CCN(c2ccccc2)CC1)c1ccccc1,103,0.2
CCOCCCNC(=O)Cn1nc(C)n2c(cc3cc(C)ccc32)c1=O,110,1.2
Cc1nc2c(c(C)c1CCC(=O)Nc1ccc(OC(F)(F)F)cc1)c(=O)n(C)c(=O)n2C,102,0.8
CC1CCN(C(=O)COc2ccccc2C#N)CC1,103,0.8
CCOc1ccccc1NC(=O)C(=O)NCCc1sc2nc(-c3ccc(OC)cc3)nn2c1C,107,0.1
COC(=O)c1cc2sccc2n1C(C)C(=O)N1CCCc2ccccc21 (stereo not given),102,0.1
CC(=O)NC(C1C(=O)CC(C)(C)CC1=O)(C(F)(F)F)C(F)(F)F,101,0.1
